EphA4 KYL inhibition – inhibitors of EphA4 binding to KYL peptide, primary screen, biochemical, colorimetric, mouse EphA4 (AID 689); one-dose inhibition, % at 10 µM; IC50 in µM for titrated hits; hit rate 0.1% among 62,000; EphA4-AP binding to KYL peptide, pNPP A405; higher % means a stronger effect; in the data active means a potency from the dose series; inactive means the rest, 99 in 100 with inhibition below about 22%
Starred values were filed as active, the others as inactive.

SMILES | EphA4 KYL inhibition
O=C(Cc1cccc2ccccc12)N1CCCc2ccccc21 | 7%
CN(C)c1ccc2c(c1)OC(N)=C(C#N)C2c1cccc(F)c1 (configuration not stated) | 4%
CCOC(=O)C1CCCN(C(=O)C2CCN(S(=O)(=O)N3CCC4(CC3)OCCO4)CC2)C1 (configuration not stated) | -29%
C=CCNc1cc(C(F)(F)F)nc(-c2ccccn2)n1 | 46%
Cc1ccc(C(=O)c2ccc(Br)cc2)cc1S(N)(=O)=O | 0%
Cc1c(OCc2nn[nH]n2)ccc2c3c(c(=O)oc12)CCC(C)C3 (configuration not stated) | 6%
CCCn1c(SCC(=O)Nc2cccc(C(=O)OCC)c2)nnc1-c1ccoc1C | -5%
COc1cc(-c2nnc(SCC(=O)N(Cc3ccccc3)C(C)(C)C)o2)cc(OC)c1OC | 7%
Cc1[nH]c2ccccc2c1C(=O)COC(=O)C1CC(=O)N(Cc2ccco2)C1 (configuration not stated) | -7%
COc1cc2c(cc1NC(=O)CN1CCN(S(=O)(=O)c3ccccc3F)CC1)oc1ccccc12 | 3%
Clc1cccc(OCCN2CCOCC2)c1 | -13%
Cc1cc(C)cc(N(C(=O)CNC(=O)c2cccs2)C(C(=O)NC2CCCC2)c2cccnc2)c1 (configuration not stated) | -18%
CCN(CC)c1ccc(NC(=O)c2cccnc2)cc1 | 3%
COc1ccc(S(=O)(=O)N[C@H](C(=O)O)C(C)C)cc1 | -14%
COc1ccc(CSCC(=O)N/N=C/c2ccc(OCC(=O)NCc3ccco3)cc2)cc1 | -7%
CCC(=O)Nc1ccc(NC(=O)c2cccc(Cl)c2Cl)cc1 | 4%
COc1ccc(C)cc1NC(=O)CCC(=O)Nc1nnc(C(F)(F)F)s1 | 2%
O=C(Nc1ccc(C23CC4CC(CC(C4)C2)C3)cc1)c1ccccc1Cl | -6%
COc1cc(/C=C/C2=NC(=O)C(C)(C)O2)ccc1O | -46%
FC(F)(F)c1cc(C(F)(F)F)c2ccc(Oc3ccccc3)nc2n1 | -16%
CCOC(=O)NC1(NC(C)C)Oc2ccccc2O1 | -6%
CC(C)(C)OC(=O)NCCc1nnc(SCc2ccccc2Cl)o1 | -15%
CCC(Sc1ncccc1C(=O)OCCN1CCCC1=O)C(=O)NCc1ccco1 (configuration not stated) | 1%
O=C1N(c2ccccc2)C2CS(=O)(=O)CC2N1c1ccc(Cl)c(Cl)c1 (configuration not stated) | 15%
CCCCN(CCCC)CC(O)COc1ccccc1C(=O)Nc1ccccc1 (configuration not stated) | -3%
SMILES | EphA4 KYL inhibition
COC(=O)c1sc(NC(=O)c2cc(-c3ccccc3)nc3ccccc23)c(C#N)c1C | -2%
CC(C)NS(=O)(=O)c1ccc(OCC(=O)Nc2ccc(F)cc2F)cc1 | -45%
CC(=O)C1=C(C)NC(C)=C(C(C)=O)C1c1ccc(-c2ccccc2Cl)o1 | -5%
CC(NC(=O)CSc1nc2ccccc2n1CCC#N)c1ccc(F)cc1 (configuration not stated) | 6%
Cn1c(C(=O)N2CCCCCC2)cc2c(=O)n(C)c3ccccc3c21 | -13%
CC1Cc2ccccc2N1C(=O)CSc1nnnn1Cc1ccccc1 (configuration not stated) | -1%
COc1ccc2oc(=N)c(C(=O)Nc3ccccc3)cc2c1 | -9%
COc1ccc(OC)c(N2C(=O)C(Cl)=C(N3CCCCC3)C2=O)c1 | 1%
O=C1c2cccc3c(N4CCCCC4)ccc(c23)C(=O)N1CCO | -15%
CC1(C)S/C(=N/N=C/c2cccs2)NC1=O | -12%
CCn1c2ccccc2c2nnc(SCC(=O)NCc3cccs3)nc21 | -2%
COc1cc(O)c(NC(C)=O)c2nonc12 | 10%
Cc1cc(Cl)ccc1OCC(=O)N1CCC(C(N)=O)CC1 | 6%
COc1ccc(-n2c(C)cc(C(=O)CSc3nnc(-c4cccs4)o3)c2C)cc1 | 2%
Cc1ccc(N2C(=O)/C(=C\c3ccco3)SC2=S)cc1 | 14%
CC(=O)Nc1ccc(S(=O)(=O)N2CCc3ccccc3C2)cc1 | -15%
O=C(NCCO)C(=O)NCc1ccccc1 | -6%
COc1ccc(CN(CCCN2CCOCC2)S(=O)(=O)N(C)C)cc1OC | -12%
CC(C)(C)NC(=O)C1Cc2ccccc2CN1C(=O)Nc1cccc(Cl)c1 (configuration not stated) | -8%
CN(CC(=O)O/N=C(\N)c1ccccn1)S(=O)(=O)c1ccccc1 | -5%
CCOC(=O)c1c(NC(=O)C(C)N2CCN(C(=O)c3ccco3)CC2)sc2c1CCCC2 (configuration not stated) | 29%
COc1ccc2c(c1[N+](=O)[O-])CCC/C2=N/OC(=O)c1cccc2ccccc12 | -8%
O=C(/C=C/c1ccc(F)cc1)Nc1cccc2ncccc12 | -5%
O=C(Nc1nnc(Cc2ccccc2)s1)c1cccs1 | -16%
O=C(NC1CCCCCCC1)C1c2ccccc2C(=O)N1Cc1ccco1 (configuration not stated) | 3%
SMILES | EphA4 KYL inhibition
Cn1nc(C(F)(F)F)c(/C=N/OC(=O)c2ccc(Cl)cc2)c1Cl | -5%
Cc1cc(NC(=O)CCC(=O)N(Cc2cccs2)C(C(=O)NC2CCCC2)c2ccncc2)no1 (configuration not stated) | -8%
CCOC(=O)C1=C(C)Nc2ncnn2C1c1cccs1 (configuration not stated) | -9%
CC(C)(C)c1ccc(Oc2cccc(C3CC(=O)C(C4NCCc5ccccc54)C(=O)C3n3cncn3)c2)cc1 (configuration not stated) | 6%
COc1ccc(NC(=O)C2CC(=O)N(c3ccc(Br)cc3)C2)cc1 (configuration not stated) | -13%
CCN(CC)C(=O)c1sc(NC(=O)c2ccc(C)c([N+](=O)[O-])c2)c(C#N)c1C | -4%
CCOC(=O)n1ccc(C(=O)Nc2ccccc2F)n1 | -4%
Cc1cccc(C)c1N(CC(=O)NN=C1CCCCCC1)S(C)(=O)=O | -14%
CC(C)(C)C#C/C=N/n1nnc(-c2ccccc2)n1 | -5%
C=CCn1c(SCC(=O)N2CCN(c3ccc(F)cc3)CC2)nnc1-c1cccs1 | -24%
O=C(/C=C/c1ccc2c(c1)OCO2)c1ccc(Br)cc1 | 3%
Nn1c(SCC(=O)N2CCCc3ccccc32)nnc1-c1ccc(Cl)cc1 | -9%
COC(=O)c1ccccc1NC(=S)NC(NC(=O)COc1ccccc1)C(Cl)(Cl)Cl (configuration not stated) | -12%
COCc1cc(CN2CCCC2)c(O)c2ncccc12 | 11%
CSCCC(=O)Nc1ccc(C(C)=O)cc1 | 2%
COc1ccc(S(=O)(=O)N2CCC(N3CCCCC3)CC2)cc1 | -1%
Cc1ccccc1NC(=O)C(C#N)Cc1cccnc1 (configuration not stated) | -2%
Cc1cc(C)n2cc(CSc3nnc(N)s3)nc2n1 | -14%
Cc1nc2ccc(S(=O)(=O)c3ccc4nc(C)[nH]c4c3)cc2[nH]1 | -2%
c1ccc2c(c1)ncn2-c1ccc(-c2ccnc(-c3ccncc3)n2)cc1 | -22%
COc1cccc(-c2nc(OC(C)C)c3ccccc3n2)c1 | -4%
O=S(=O)(NCCOCCNS(=O)(=O)c1ccccc1)c1ccccc1 | -8%
O=C(NCc1ccco1)c1ccc(Br)c(S(=O)(=O)N2CCCCC2)c1 | 2%
CCCc1nnc(NC(=O)Cn2c(=O)oc3cc(Br)ccc32)s1 | -5%
Cn1nc(-c2ccccc2)c(C#N)c1Sc1cccc(Cl)c1 | 16%
SMILES | EphA4 KYL inhibition
CC(=O)N(C)c1ccc(NC(=O)c2cnn(C)c2)cc1 | 0%
COc1nc(N=C(N)N)nc2c(C)cccc12 | -9%
CCOC(=O)c1c(C)nc2sc3c(=O)n(-c4ccc(C(C)=O)cc4)nnc3c2c1-c1ccc(OC)cc1 | -4%
COc1ccc(CCN(C)Cc2ccc(OC)c(OCc3ccccc3)c2)cc1OC | 5%
O=C(/C=C/c1ccc(Cl)cc1)Nc1ccccc1C(F)(F)F | 4%
Cc1c(N(C(=O)c2ccccc2)C(=O)c2ccccc2)c(=O)n(-c2ccccc2)n1C | 8%
COC(=O)c1ccc(N2C(=O)CC(Sc3n[nH]c(C)n3)C2=O)cc1 (configuration not stated) | -19%
CCOc1ccccc1C1C(C#N)=C(N)Oc2cc(C)n(Cc3ccccn3)c(=O)c21 (configuration not stated) | -1%
CCOc1c2ccc(C(=O)N[C@H](C)C3CCCCC3)cc2nn1CC | -16%
COc1cccc(OCC(=O)NCc2ccncc2)c1 | 2%
CCOC(=O)C1C(c2cc(OC)c(OC)c(OC)c2)NC(=S)NC1(O)C(F)(F)F (configuration not stated) | 6%
CCCOc1ccccc1Cn1c(=O)oc2ccc(C)cc21 | -6%
O=C(COc1ccccc1)Nc1ccc([N+](=O)[O-])cc1 | -3%
CC(=O)N1CC(=O)N(OCc2ccccc2)C1c1ccc(Cl)cc1Cl (configuration not stated) | -7%
COc1ccc2nc(SCC(=O)c3ccco3)[nH]c2c1 | -10%
Cn1c(NC(=O)c2cc(-c3ccc4c(c3)OCO4)nc3ccccc23)cc(=O)n(C)c1=O | 6%
O=[N+]([O-])c1cc(C(F)(F)F)ccc1Sc1ccc2ccccc2n1 | -10%
CCC(C)NC(=O)CSc1nnc(-c2ccoc2C)n1CC1CCCO1 (configuration not stated) | -10%
Cc1nn(C)cc1C(=O)NNC(=S)Nc1ccc(Cl)cc1 | -6%
N#Cc1ccccc1NCc1ccccc1 | -8%
Cc1ccc(NC(=O)Cn2c(=O)n(CCCCC(=O)NCc3ccco3)c(=O)c3ccccc32)cc1 | -7%
COc1cc(/C=N\NC(=O)c2ccc(=O)[nH]n2)cc(OC)c1OC | -6%
CC(C)CNC(=O)NC(=O)COc1ncnc2sccc12 | -20%
CCC(Sc1nnc2c3ccccc3n(C)c2n1)C(=O)Nc1ncccc1Cl (configuration not stated) | 1%
Cc1ccc(NC(=O)CN2C(=O)COc3ccc(C)cc32)nc1 | -7%
SMILES | EphA4 KYL inhibition
Cc1cc(C)c(S(=O)(=O)Nc2cccc3ccc(C)nc23)c(C)c1 | -6%
CCOC(=O)c1ccc(NC(=O)C(CC)CC)cc1 | -11%
O=C(Nc1c(C(=O)NCc2ccco2)cnn1-c1ccccc1)c1cccc(F)c1 | 12%
O=c1[nH]c(SCc2cccc(Cl)c2)nc2c1CCCC2 | 7%
Cc1cc(C)c(C#N)c(=N)o1 | 8%
Cc1ccc(C(=O)N2CCN(c3ccccc3)CC2)cc1C | -6%
Brc1ccccc1CN1CCC(N2CCCCC2)CC1 | 16%
CCCCOc1ncnc2c1[nH]c1ccc(OC)cc12 | -5%
N#CC(c1ccc(Cl)cc1)c1ncc(C(F)(F)F)cc1Cl (configuration not stated) | -16%
CCN1N=C(c2ccccc2)Cn2c1nc1ccccc12 | 11%
Cc1ccc(S(=O)(=O)Nc2ccccc2Br)cc1[N+](=O)[O-] | 0%
CC1CCc2c(nc3nc[nH]n3c2=O)C1 (configuration not stated) | 8%
CC1CC(C)CN(C(=O)CCCn2c(=S)[nH]c3ccccc3c2=O)C1 (configuration not stated) | -1%
COC(=O)c1ccc(NC(=O)CSc2nnc(COc3ccc4c(c3)CCCC4)o2)cc1 | 10%
COc1ccc(-n2nc(C(=O)NCC(=O)NCc3ccco3)c3ccccc3c2=O)cc1Cl | 1%
Cc1ccc(NC2SC(=O)N(Cc3cccc(C(=O)O)c3)C2=O)cc1 (configuration not stated) | -16%
O=C(CCCN1C(=O)c2ccccc2C1=O)Nc1c2c(nc3c1CCC3)CCC2 | 0%
OC1CCN(C(c2ccc3ncccc3c2)c2nnnn2C2CCCCC2)CC1 (configuration not stated) | -10%
COc1ccccc1NC(=S)NCCc1ccccc1 | -5%
O=[N+]([O-])c1cc(/C=N/O)ccc1SCc1ccccc1 | -1%
CCN(CC)C(=O)COc1ccc2oc(C)c(C(=O)OC(C)C)c2c1 | -19%
CN(C)C=NC(=O)/C(C#N)=C1\CCc2ccccc2N1 | -17%
CCOC(=O)N(CCCC(=O)OC)CP(=O)(OCC)OCC | 1%
Cn1c(=O)[nH]c(=O)c2c1nc(Sc1ccccc1)n2CCc1ccccc1 | -4%
CCOc1ccc(NC(=O)N(C2CCCCC2)C(C)c2ccncc2)cc1 (configuration not stated) | -34%
COc1ccc(S(=O)(=O)N(C)CC(=O)NCc2ccco2)cc1 | 2%
C1=C(c2ccccc2)CCN(c2nc3ccccc3n3cnnc23)C1 | -17%
Cc1nn(-c2cccc(C(F)(F)F)c2)c(Cl)c1/C=N/n1cnnc1 | -12%

An excerpt, so the mix of outcomes need not match the whole.
